# MC4R ag barr: MC4R agonists recruiting beta-arrestin, primary screen, cell-based, luminescence, agonist arm of biased-ligand search; U2OS MC4R beta-arrestin complementation; percent of melanotan II response, DMSO zero; activation, % at 8.9 µM; 0.98% of 360,000 active; AID 540308, 2011;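 active = activation above a per-plate cutoff, the mean activation of sample wells on that plate plus 3 SD, cut at about 8% in these data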
# Target sequence (P32245 whole entry, looked up): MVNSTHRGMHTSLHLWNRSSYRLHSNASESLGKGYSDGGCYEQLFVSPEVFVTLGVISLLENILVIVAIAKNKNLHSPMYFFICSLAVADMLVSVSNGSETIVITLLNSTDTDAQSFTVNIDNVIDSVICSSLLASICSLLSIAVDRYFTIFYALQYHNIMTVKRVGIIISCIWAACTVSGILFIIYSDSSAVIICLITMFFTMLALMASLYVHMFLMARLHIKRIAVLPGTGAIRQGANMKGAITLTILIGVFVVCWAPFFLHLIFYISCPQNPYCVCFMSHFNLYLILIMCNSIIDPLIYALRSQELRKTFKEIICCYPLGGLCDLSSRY
# N-glyco inh: increase of ERlucT glycosylation luciferase signal, primary screen, N-linked glycosylation inhibitor project, D54 ERlucT cells, luminescence, set 2; D54 ERlucT glycosylation luciferase reporter, 24 h; percent of 100 nM tunicamycin response; reporter increase, % at 12.5 µM; 0.23% of 360,000 active; AID 588692, 2011;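 active = mean luciferase reporter signal, scaled so untreated is 0 and the glycosylation-blocking control 100, at or above a set limit in every replicate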;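 note: luciferase carries N-glycosylation sites so blocking glycosylation raises the light; 0% = median of neutral control wells and 100% = median of 100 nM tunicamycin wells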
# NOD2 RIPK2 PPI: NOD2-RIPK2 binding disruptors in cells, primary screen, fluorescence, CHO cells, BLA complementation; Receptor-interacting serine/threonine-protein kinase 2 (Homo sapiens), O43353; CCF4 ratio; inhibition, % at 4.98 µM; 0.38% of 360,000 active; in the data active = inhibition above about 21%;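 note: 0% = vehicle only and 100% = reference blocker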
# Target sequence (O43353 whole entry, looked up): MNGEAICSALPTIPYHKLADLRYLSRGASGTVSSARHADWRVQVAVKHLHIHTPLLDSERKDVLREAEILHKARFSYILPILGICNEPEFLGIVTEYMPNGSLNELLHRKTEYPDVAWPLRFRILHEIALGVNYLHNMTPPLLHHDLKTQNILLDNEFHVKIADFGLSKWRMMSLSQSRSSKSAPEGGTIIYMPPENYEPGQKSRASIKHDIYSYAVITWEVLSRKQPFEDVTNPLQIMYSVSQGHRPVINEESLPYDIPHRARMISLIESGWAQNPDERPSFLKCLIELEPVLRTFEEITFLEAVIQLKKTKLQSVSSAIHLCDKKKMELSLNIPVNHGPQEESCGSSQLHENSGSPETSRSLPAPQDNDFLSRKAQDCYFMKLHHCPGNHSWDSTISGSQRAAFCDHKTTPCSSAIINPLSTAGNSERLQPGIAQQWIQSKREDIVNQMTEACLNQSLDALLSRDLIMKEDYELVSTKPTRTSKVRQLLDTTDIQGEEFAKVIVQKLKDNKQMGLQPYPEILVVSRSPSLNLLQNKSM
# ABHD5-PLIN5 inh: ABHD5-PLIN5 interaction inhibitors, primary screen, cell lysate, split luciferase complementation, luminescence | inhibition, % at 4 µM | Perilipin-5 (Homo sapiens) + 1-acylglycerol-3-phosphate O-acyltransferase ABHD5 (Homo … | 0.78% of 360,000 active | Split G. princeps luciferase complementation, 4 h | AID 602281, 2012;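 active = inhibition above the mean inhibition across every tested compound plus 3 SD, cut at about 22% in these data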;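 note: 0% = DMSO only wells and the 100% control is not disclosed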
# TLR9-MyD88 inh: inhibitors of TLR9-MyD88 association in cells, primary screen, cell-based, CHO, BLA complementation, fluorescence. 0.21% of 340,000 active. CCF4 FRET ratio. AID 504734, 2011. inhibition, % at 4.98 µM. Toll-like receptor 9 (Homo sapiens) + Myeloid differentiation primary response protein …;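 active = inhibition above the mean over all tested compounds plus 3 SD, cut at about 21% in these data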;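 note: 0% = DMSO only wells and 100% = clavulanate BLA inhibitor control wells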
# MC4R antag cAMP: MC4R antagonists of cAMP signaling, primary screen, cell-based, TR-FRET, antagonist arm of biased-ligand search. 0.48% of 360,000 active. inhibition, % at 6.5 µM. MC4R-expressing cells, MTII-stimulated cAMP, LANCE TR-FRET. Melanocortin receptor 4 (Homo sapiens), P32245;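 active = inhibition above its plate's cutoff, the mean of tested wells on that plate plus 3 SD, cut at about 29% in these data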;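 note: 0% = Melanotan II alone and 100% = Melanotan II plus saturating MCL0020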
#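 Material: U2OS-MC4R stable cell line | Reagent: Melanotan II challenge after compound preincubation | Doses: One concentration, 6.5 µM nominal | Incubation: 30-min compound preincubation, 1-h Melanotan II challenge, 1-h detection, room temperature | Signal: TR-FRET cAMP assay | Replicates: One well per compound, no replicates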
# Cardio protect: cardioprotection against H2O2-induced cell death, primary screen, uHTS, H9c2 cells, ATPLite luminescence. H9c2 cardiomyocytes, H2O2 injury protection, 2 h. protection from H2O2 cell death, % at 20 µM. 0.63% of 360,000 active. AID 588492, 2011;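 active = compounds giving at least 50% protection of heart cells from peroxide-induced death in the single-dose screen, raw or plate-pattern-corrected value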;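 note: 0% = DMSO wells with peroxide and 100% = DMSO wells without peroxide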
# HTR2A ag: mouse Htr2a agonists via beta-arrestin recruitment, primary screen, cell-based, luminescence; 5-hydroxytryptamine receptor 2A (Mus musculus), P35363; CHO-K1 mHTR2A beta-arrestin complementation; percent of 30 µM serotonin response; activation, % at 7.6 µM; 0.66% of 360,000 active; AID 624169, 2012;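 active = activation above a run cutoff, the mean activation of all tested compounds plus 3 SD, cut at about 14% in these data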;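 note: 0% = plate median of compound wells and 100% = 30 µM serotonin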
# ABCB6 inh MLPCN: ABCB6 transporter inhibitors, primary screen, K562-ABCB6 cells, flow cytometry, MLPCN library; K562-ABCB6 porphyrin accumulation, 1 h; hits give low values; fluorescence ratio to DMSO, % at 10 µM; 0.19% of 360,000 active;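 active = fluorescence ratio to DMSO below 75%, the collection mean minus 3 SD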;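 note: signal is porphyrin accumulated inside mitochondria; 100% equals median channel fluorescence of DMSO control wells; lower ratio means ABCB6 inhibition with less porphyrin fluorescence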
# SRC2 inh: inhibition of GAL4-SRC2 driven luciferase reporter, primary screen, SRC2 inhibitor project, cell-based, luminescence | inhibition, % at 9 µM | 0.17% of 370,000 active | HEK293 GAL4-SRC2 luciferase reporter | AID 651957, 2012 | Nuclear receptor coactivator 2 (Homo sapiens), Q15596;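 active = inhibition above the mean inhibition of all tested compounds plus 3 SD, set per campaign, cut at about 52% in these data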;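 note: 0% = DMSO treated cells and 100% = cells given Gossypol at 36 µM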
# Numbers without * were called inactive; · = not tested or not shown. The list is partial; the hit share may differ from the screen's.
SMILES,MC4R ag barr,N-glyco inh,NOD2 RIPK2 PPI,ABHD5-PLIN5 inh,TLR9-MyD88 inh,MC4R antag cAMP,Cardio protect,HTR2A ag,ABCB6 inh MLPCN,SRC2 inh
CC(C)NC(=O)Nc1ccc2c(c1)C(=O)N([C@H](C)CO)C[C@H](C)[C@@H](CN(C)S(=O)(=O)c1cccs1)O2,-1.2,1,2,6,1,-3,5,2,89,12
COc1ccc(-n2c(SC)nc(O)c(Cc3ccccc3)c2=O)cc1,-2.4,0,13,-3,11,1,-5,0,86,-8
COc1ccc(N2C(=NC(=O)C3CCCCC3)SC3CS(=O)(=O)CC32)cc1OC (stereo not given),-2.8,0,-2,-8,-5,13,-2,1,91,-3
CCC(C(=O)NC1CCCC1)N(Cc1ccc2c(c1)OCO2)C(=O)c1snc(C(N)=O)c1N (stereo not given),-3.1,0,-7,2,-10,0,9,6,104,·
O=[N+]([O-])c1ccc(NC2CCN(Cc3ccccc3)CC2)c([N+](=O)[O-])c1,-2.4,-1,1,0,3,3,-3,-4,99,5
CCOC(=O)/C=C/C(=O)OCC(=O)Nc1ccc(Cl)cc1Cl,-1.7,2,-11,0,-2,-3,6,-4,92,-6
COc1ccc(NS(=O)(=O)c2cc(NC(=O)[C@H](C)NC(N)=O)ccc2N2CCCC2)cc1,0.8,1,7,-5,15,2,-2,-6,103,-10
Cc1cccc(/C=N/NC(=O)NC23CC4CC(CC(C4)C2)C3)n1,-0.2,-2,-9,0,·,2,0,4,95,-12
CC12CN3CC(C)(CN(C1)C3c1ccc([N+](=O)[O-])o1)C2 (stereo not given),-1.1,1,3,0,-6,-2,-1,-1,98,-25
COc1ccc(S(=O)(=O)N2CCN(Cc3ccccc3OC)CC2)cc1,-0.3,-3,0,-3,3,2,-2,4,103,2
O=C(NCc1ccco1)c1cccn2c(=O)c3c4c(sc3nc12)CCCC4,3.0,4,-1,11,8,-6,27,19*,98,-14
Cc1occc1-c1nnc(SCC(=O)N2CCOCC2)o1,-1.2,0,-1,3,-8,12,2,-4,100,-23
O=C1c2ccccc2C(=O)N1CCCCSc1nnc2c(Cl)cc(Cl)cn12,-1.2,1,-3,7,-6,10,-2,0,99,-30
O=[N+]([O-])c1cccc(-c2ccc(C(=S)N3CCN(c4ccc(F)cc4)CC3)o2)c1,-0.4,2,-7,-4,-9,3,-2,-2,87,5
CC(C)(C)N1CC(C(=O)Nc2cccc(Cl)c2Cl)CC1=O (stereo not given),2.5,0,-9,-4,3,1,-3,5,99,-29
CN(C)NC(=O)C12CCC(C)(C(=O)O1)C2(C)C (stereo not given),-1.9,1,-12,4,3,-4,4,1,86,-10
N#Cc1ccc(COc2cccnc2[N+](=O)[O-])cc1,-2.0,0,3,-4,-1,-3,-4,-2,95,-10
COc1ccc(CCN2C(=O)CSC2c2cccc([N+](=O)[O-])c2)cc1OC (stereo not given),-0.8,-2,-5,-2,-6,19,-3,4,98,3
CCCOc1cccc(C(=O)N(Cc2ccccc2)C2CCS(=O)(=O)C2)c1 (stereo not given),0.3,-1,-6,-1,-2,14,-4,9,99,24
N/C(=N\OC(=O)c1cccc(Cl)c1)c1ccncc1,-2.3,1,-3,0,1,-5,0,-1,95,-54

# Quoted from the listing:
# CC(C)(C)N1CC(C(=O)Nc2cccc(Cl)c2Cl)CC1=O (stereo not given) in ABCB6 inh MLPCN → 99
# N#Cc1ccc(COc2cccnc2[N+](=O)[O-])cc1 in ABCB6 inh MLPCN → 95

# Shown as a hit in HTR2A ag (from the list above):
compound | MC4R ag barr | N-glyco inh | NOD2 RIPK2 PPI | ABHD5-PLIN5 inh | TLR9-MyD88 inh | MC4R antag cAMP | HTR2A ag | ABCB6 inh MLPCN | SRC2 inh
O=C(NCc1ccco1)c1cccn2c(=O)c3c4c(sc3nc12)CCCC4 | 3.0 | 4 | -1 | 11 | 8 | -6 | 19* | 98 | -14

# Only NOD2 RIPK2 PPI and MC4R antag cAMP (six entries from above):
smiles	NOD2 RIPK2 PPI	MC4R antag cAMP
COc1ccc(N2C(=NC(=O)C3CCCCC3)SC3CS(=O)(=O)CC32)cc1OC (stereo not given)	-2	13
CCC(C(=O)NC1CCCC1)N(Cc1ccc2c(c1)OCO2)C(=O)c1snc(C(N)=O)c1N (stereo not given)	-7	0
O=[N+]([O-])c1ccc(NC2CCN(Cc3ccccc3)CC2)c([N+](=O)[O-])c1	1	3
CCOC(=O)/C=C/C(=O)OCC(=O)Nc1ccc(Cl)cc1Cl	-11	-3
COc1ccc(NS(=O)(=O)c2cc(NC(=O)[C@H](C)NC(N)=O)ccc2N2CCCC2)cc1	7	2
Cc1cccc(/C=N/NC(=O)NC23CC4CC(CC(C4)C2)C3)n1	-9	2

# The results go on.
SMILES,MC4R ag barr,N-glyco inh,NOD2 RIPK2 PPI,ABHD5-PLIN5 inh,TLR9-MyD88 inh,MC4R antag cAMP,Cardio protect,HTR2A ag,ABCB6 inh MLPCN,SRC2 inh
COC(C(=O)N/N=C(\C)CC(=O)Nc1ccc(Cl)cc1C)c1ccccc1 (stereo not given),0.9,0,-3,1,-8,9,-5,-10,90,0
Cc1ccc(/C=N/NC(=O)c2nnn(-c3nonc3N)c2CSc2ccccc2)s1,1.7,0,-2,-4,1,0,4,4,99,-4
Cc1ccc(N2CC(C(=O)NCc3ccco3)CC2=O)cc1Cl (stereo not given),-2.7,-1,2,6,-3,22,2,-1,98,-15
CCCOc1ccc(N2C(=O)CC(N3CCN(CCN=CC4=C(O)CC(C)(C)CC4=O)CC3)C2=O)cc1 (stereo not given),-2.4,1,-1,4,-8,6,6,-6,100,1
CCc1nc(SCc2ccccn2)c2c(=O)n(C)c(=O)n(C)c2n1,-0.5,1,0,3,-7,0,24,-3,98,16
Cc1ccc(CNC(=O)CCn2cc(-c3ccc(C)cc3)nc2-c2ccncc2)cc1,-1.1,1,0,2,-1,-2,0,3,92,0
O=C(CC[C@H]1O[C@@H](n2cnc3c(NC(=O)c4ccccc4)ncnc32)[C@H](O)[C@@H]1O)NCc1ccccn1,·,1,10,-2,·,·,14,2,103,-6
COc1cc(OCc2ccccc2)c(OC)c(OCc2ccccc2)c1,1.8,-2,1,-6,-9,5,-14,8,93,-1
COc1ccc(NC(=O)Cn2c(=O)c(C)nc3ccccc32)cc1Cl,-1.6,-3,2,0,8,1,-1,2,103,-11
Cc1ccc(NC(=O)CN(C)C2CCCCC2)cc1Br,1.7,0,4,4,2,2,-5,-5,98,-1
CCOc1ccc(NS(=O)(=O)c2ccc(C)c(C(=O)NCCCn3ccnc3)c2)cc1,0.7,-1,-4,4,6,3,-4,2,103,9
Cc1ccccc1N1CC(C(=O)N2CC(C)OC(C)C2)CC1=O (stereo not given),-1.0,2,-17,-3,-10,-6,8,1,93,11
O=C(O)c1ccc(NC(=O)C2(c3ccccc3)CCOCC2)cc1,-0.8,3,-2,9,13,0,-3,-1,96,4
CC1CN(Cc2nc3c(c(=O)n(C)c(=O)n3C)n2CCCO)CC(C)O1 (stereo not given),-0.2,1,-16,5,-10,-1,6,3,95,16
COC(=O)c1ccc(OC(=O)c2cccs2)cc1,-1.7,2,3,4,-11,17,3,0,94,-9
COc1ccccc1N1CC(C)(C)C(=O)N(C(=O)c2ccc(C)cc2)C1=S,3.2,-1,-5,-2,-11,5,8,6,92,-33
COc1ccc(C(C(=O)NCc2ccccc2)n2c(-c3ccccn3)nc3ccccc32)cc1 (stereo not given),·,·,-19,5,·,·,·,-6,·,-17
O=C(CN1N=C(c2ccccc2)CCC1=O)NCCCN1CCc2ccccc2C1,-0.1,-2,-5,3,-11,6,9,-1,103,-12
CCCCCNC(=O)C(c1ccc(OC)cc1)n1c(=O)c(-c2ccccc2)nc2ccccc21 (stereo not given),·,·,-14,2,·,·,·,-2,·,6
CNCCOc1ccccc1-c1ccccc1,-1.2,0,-3,0,-5,4,5,-3,99,19
CCCCCCCCCCCCOC1OC(CO)C(O)C(O)C1NC(C)=O (stereo not given),-2.3,-2,-10,-2,2,6,0,3,97,-10
O=C(NCc1cccnc1)NC1(C(F)(F)F)Oc2ccc(Cl)cc2O1 (stereo not given),-1.0,-9,1,-11,-7,-2,58*,-4,107,·
O=C1N(O)C2(C=CCCC2)/C(=N\O)C12CCCCC2 (stereo not given),0.7,0,9,-3,-2,4,6,3,94,-6
CCOc1ccc(NC(=O)c2ccccc2C(=O)c2ccccc2)cc1OCC,-0.6,-2,3,-1,1,3,2,7,97,-4
Cc1ccc(CNC(=O)c2nnn(CC(=O)Nc3cccc(C)c3C)c2N)cc1,7.7,2,0,-8,-5,-5,-2,6,104,-9
CCCc1cc(C(=O)N2CCC(n3nccc3NC(=O)c3ccc(OC)cc3)CC2)no1,1.0,0,0,-9,-4,-6,2,-4,103,-7
CCCc1nnc(SCC(=O)N2CCCCC2)n1CCCOC,-0.4,1,-8,5,-8,-2,4,-1,88,-37
Cc1cc(C)n(-c2ccc(NC(=O)C3CCN(Cc4cnc(C)s4)CC3)cc2)n1,-3.0,-2,-7,13,-9,-2,0,6,97,20
COc1ccccc1N1CCN(C(=O)[C@H](C)NS(=O)(=O)c2ccc3c(c2)OCCCO3)CC1,-2.5,-2,-6,-11,1,11,3,4,97,1
O=S(=O)(Nc1ccc(-c2cn3c(n2)SCC3)cc1)c1cccs1,-2.7,1,-8,5,-2,8,12,1,102,-14
O=C1NC(=O)/C(=C\c2cn(Cc3ccccc3F)c3ccccc23)N1,1.6,0,2,-2,3,9,7,-5,91,-18

# Screening data (PubChem)
